Screening data deposited in PubChem BioAssay by Sanford-Burnham Center for Chemical Genomics.
mIAP inh = blocks mouse intestinal alkaline phosphatase; purified mouse IAP, CDP-Star luminescence, 30 min; inhibition, % at 10 µM; 330,000 compounds, 0.2% hits; AID 2806;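 active = inhibition of at least 40% at 10 µM in the primary screen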;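 note: plate controls were DMSO with enzyme for no effect and no enzyme wells for full effect; values of inactives mirror those of a sister screen read the other way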
ATG4B inhibitor = blocks human ATG4B protease cleavage of LC3 substrate | Q9Y4P1 | ATG4B cleavage of LC3-PLA2, NBD-HPC fluorescence, 1 h | inhibition, % at 8.33 µM | 340,000 compounds, 0.51% hits | AID 504462; in the data active = inhibition above about 40%
Target sequence (Q9Y4P1 whole entry, looked up): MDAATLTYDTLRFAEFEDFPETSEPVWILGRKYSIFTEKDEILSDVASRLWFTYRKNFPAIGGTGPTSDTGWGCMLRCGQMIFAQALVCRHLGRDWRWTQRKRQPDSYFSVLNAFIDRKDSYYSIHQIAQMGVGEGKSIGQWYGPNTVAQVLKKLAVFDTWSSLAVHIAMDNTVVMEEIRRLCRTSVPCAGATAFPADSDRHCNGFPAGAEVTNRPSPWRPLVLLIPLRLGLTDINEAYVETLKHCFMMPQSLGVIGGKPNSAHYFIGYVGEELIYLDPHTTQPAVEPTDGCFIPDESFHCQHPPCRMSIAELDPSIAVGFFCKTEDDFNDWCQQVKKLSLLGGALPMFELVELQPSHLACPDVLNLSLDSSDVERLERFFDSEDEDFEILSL
NLRP3 yeast inh = blocks the NALP3 inflammasome reconstituted in yeast | 330,000 compounds, 0.39% hits | inhibition, % at 10 µM | AID 2825 | Yeast reconstituted NLRP3/ASC/caspase-1, beta-gal luminescence, 24 h;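 active = inhibition of 50% or more; inactive = inhibition below 50%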;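 note: plate controls were induced DMSO wells for no effect and uninduced yeast grown without galactose for full effect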
hIAP act = increases human intestinal alkaline phosphatase activity; 330,000 compounds, 0.16% hits; P09923; activation factor at 10 µM; purified human IAP, CDP-Star luminescence, 30 min; stronger effect = higher value; 1 = vehicle-only enzyme, 0 = enzyme-free background;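 active = activation factor of the enzyme at least 2-fold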; note: the source names both 10 and 20 µM as test concentration; values of inactives mirror those of a sister screen read the other way
Target sequence (P09923 whole entry, looked up): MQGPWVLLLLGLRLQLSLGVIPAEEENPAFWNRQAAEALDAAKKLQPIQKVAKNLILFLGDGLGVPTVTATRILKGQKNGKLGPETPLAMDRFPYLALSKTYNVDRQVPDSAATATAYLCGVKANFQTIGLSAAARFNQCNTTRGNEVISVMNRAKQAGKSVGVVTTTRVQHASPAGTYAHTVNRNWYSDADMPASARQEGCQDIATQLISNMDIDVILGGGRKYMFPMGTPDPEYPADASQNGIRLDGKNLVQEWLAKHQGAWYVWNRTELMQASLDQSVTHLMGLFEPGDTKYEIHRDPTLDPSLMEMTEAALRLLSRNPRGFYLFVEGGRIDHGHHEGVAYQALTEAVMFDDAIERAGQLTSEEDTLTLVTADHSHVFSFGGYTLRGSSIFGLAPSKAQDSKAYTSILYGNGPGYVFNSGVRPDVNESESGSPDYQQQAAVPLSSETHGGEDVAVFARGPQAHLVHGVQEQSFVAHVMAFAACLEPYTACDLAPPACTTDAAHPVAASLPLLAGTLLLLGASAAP
hIAP inh = human IAP inhibition | P09923 | purified IAP, CDP-Star luminescence, 30 min | inhibition, % at 10 µM | 330,000 compounds, 0.12% hits | AID 2544;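 active = inhibition reaching a set limit with compound at 10 µM in the primary screen, cut at about 35% in these data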;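 note: plate controls were DMSO wells with enzyme for no effect and no-enzyme buffer wells for full effect; values of inactives mirror those of a sister screen read the other way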
tim10-1 inh = growth inhibitors of tim10-1 mutant yeast. S. cerevisiae tim10-1 ts strain growth, BacTiter-Glo, 24 h. inhibition, % at 20 µM. 330,000 compounds, 2.2% hits. AID 463190;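 active = inhibition of at least 40%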;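 note: mutant grown at 25 °C; 0% = DMSO wells with yeast and 100% = wells holding no yeast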
TIM10 inh = growth inhibitors of TIM10 yeast strain | 330,000 compounds, 1.4% hits | S. cerevisiae TIM10 strain growth, BacTiter-Glo luminescence, 24 h | inhibition, % at 10 µM;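 active = inhibition of 40% or more at the single tested concentration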;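 note: wild-type TIM10 isogenic control strain grown at permissive 25 °C; 0% = DMSO yeast wells and 100% = minimal medium wells without yeast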
Apaf1 inhib = human Apaf-1 inhibition. O14727. reconstituted apoptosome caspase-3 activity, DEVD-Rh110 fluorescence. inhibition, % at 20 µM. 330,000 compounds, 0.71% hits. AID 489030; active = inhibition of at least 40% at 20 µM;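 note: plate controls were DMSO wells for no effect and DEVD-CHO caspase inhibitor wells for full effect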
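Material: reconstituted apoptosome with Apaf-1, cytochrome c, caspase-9, procaspase-3, dATP; medium: pH 7.5 Hepes buffer with CHAPS, BSA, DTT; also added: cytochrome c and DEVD-Rh110 substrate; timing: 30 min plus 50 min, RT; signal: Rh110 fluorescence intensity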
mIAP act = increases mouse intestinal alkaline phosphatase activity; AID 2805; activation factor at 10 µM; muIAP, CDP-Star luminescence, 30 min; stronger effect = higher value; 1 = vehicle-only enzyme signal, 0 = enzyme-free wells; 330,000 compounds, 0.24% hits;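 active = activation factor of at least 2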; note: the source names both 10 and 20 µM as test concentration; values of inactives mirror those of a sister screen read the other way
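System: mouse IAP enzyme. Reagent: CDP-Star chemiluminescent phosphatase substrate. Benchmarks: DMSO wells, no-enzyme wells. Times: 30 min enzyme-substrate-compound incubation at room temperature. Detection: luminescence from enzymatic CDP-Star hydrolysis. Doses: test compounds delivered from DMSO solution.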
* marks the source's active call; other numbers are inactive results; . = not tested or not shown.

SMILES | mIAP inh | ATG4B inhibitor | NLRP3 yeast inh | hIAP act | hIAP inh | tim10-1 inh | TIM10 inh | Apaf1 inhib | mIAP act
Cc1cn([C@H]2C[C@H](O)[C@@H](CCC(=O)NCCc3c[nH]c4ccccc34)O2)c(=O)[nH]c1=O | 5 | -10 | . | . | . | 12 | -9 | 2 | 0.95
CCOc1ccc(NC(=O)CN(C)C(=O)/C=C/c2ccco2)cc1OCC | 9 | -4 | 12 | 0.81 | 19 | -18 | 0 | -2 | 0.91
C[C@]12CC[C@@H]3c4ccc(O)cc4CC[C@H]3[C@@H]1C[C@@H](O)[C@@H]2O[C@@H]1O[C@H](C(=O)O)[C@@H](O)[C@H](O)[C@H]1O | 9 | 6 | -5 | 1 | -2 | 9 | 14 | 3 | 0.91
O=C(c1cc(Cl)cc(Cl)c1)N1CCC(=O)N(C(COCc2ccccc2)Cc2ccccc2)CC1 (centres undefined) | -5 | 4 | 10 | 1.1 | -10 | 30 | 32 | 23 | 1
C=CCOc1ccc(S(C)(=O)=O)cc1 | -7 | 9 | 29 | 1.1 | -12 | 14 | -9 | -2 | 1.1
O=C(COc1ccc(F)cc1Cl)NC1CCCCCC1 | 11 | 13 | 37 | 0.98 | 2 | 2 | 9 | 12 | 0.89
c1cncc(-c2nnc3n2CCC3)c1 | -19 | -3 | 11 | 1.2 | -22 | -11 | -3 | -11 | 1.2
CSc1nnc(NC(=O)c2cc(=O)c3cc(C)cc(C)c3o2)s1 | 6 | -6 | 8 | 0.91 | 9 | 4 | -8 | 9 | 0.94
CCC(C)OC(=O)c1[nH]c2c(c1C)C(=O)CC(c1ccc(N(C)C)cc1)C2 (centres undefined) | -10 | 4 | 5 | 1.3 | -25 | 38 | 3 | 39 | 1.1
O=C1[C@@H]2[C@H](C(=O)N1O)[C@H]1C=C[C@@H]2C1 | 10 | 3 | -3 | 0.99 | 1 | -7 | 0 | -11 | 0.9
O=C(NCc1ccco1)c1cc(-c2ccccc2)c(N2CCOCC2)s1 | -3 | -9 | -10 | 1.1 | -6 | 24 | 38 | 14 | 1
Cc1cc(=O)[nH]c(-n2nc(C)cc2C)n1 | -13 | -12 | 11 | 1.1 | -10 | -19 | 17 | 4 | 1.1
CCOC(=O)N1CCC(N(CCN(C)C)C(=S)Nc2ccc(F)c(Cl)c2)CC1 | -6 | -6 | 2 | 1.2 | -18 | 17 | 1 | 1 | 1.1
CCOC(=O)C1=C(COC(=O)c2ccc(OC)c(OC)c2OC)NC(=O)NC1C (centres undefined) | -2 | -1 | 19 | 1.1 | -13 | 15 | 1 | 9 | 1
O=C1CC(C(F)(F)C(F)(F)C(F)(F)F)=Nc2ccccc2N1 | 4 | 6 | 6 | 1.1 | -6 | 6 | 1 | -2 | 0.96

6 entries out of the list above, sorted by the value under ATG4B inhibitor, ascending.
| Structure | mIAP inh | ATG4B inhibitor | NLRP3 yeast inh | hIAP act | hIAP inh | mIAP act |
| --- | --- | --- | --- | --- | --- | --- |
| Cc1cn([C@H]2C[C@H](O)[C@@H](CCC(=O)NCCc3c[nH]c4ccccc34)O2)c(=O)[nH]c1=O | 5 | -10 | . | . | . | 0.95 |
| c1cncc(-c2nnc3n2CCC3)c1 | -19 | -3 | 11 | 1.2 | -22 | 1.2 |
| CCOC(=O)C1=C(COC(=O)c2ccc(OC)c(OC)c2OC)NC(=O)NC1C (centres undefined) | -2 | -1 | 19 | 1.1 | -13 | 1 |
| O=C(c1cc(Cl)cc(Cl)c1)N1CCC(=O)N(C(COCc2ccccc2)Cc2ccccc2)CC1 (centres undefined) | -5 | 4 | 10 | 1.1 | -10 | 1 |
| O=C1CC(C(F)(F)C(F)(F)C(F)(F)F)=Nc2ccccc2N1 | 4 | 6 | 6 | 1.1 | -6 | 0.96 |
| O=C(COc1ccc(F)cc1Cl)NC1CCCCCC1 | 11 | 13 | 37 | 0.98 | 2 | 0.89 |

(list continues)
SMILES | mIAP inh | ATG4B inhibitor | NLRP3 yeast inh | hIAP act | hIAP inh | tim10-1 inh | TIM10 inh | Apaf1 inhib | mIAP act
O=C(COc1cccc2c1CCN(Cc1ccccc1F)C2=O)N1CCOCC1 | -5 | . | 4 | 1.1 | -8 | 10 | -21 | -2 | 1.1
Cc1cccc(C)c1NC(=O)CSc1nc(C)c(CC(=O)c2ccc(Br)cc2)c(C)c1C#N | 0 | 3 | 3 | 1.1 | -9 | -6 | 2 | 5 | 1
Cc1c(/C=N/NC(=O)c2sc3ccccc3c2Cl)cnn1C | 7 | -9 | 5 | 0.88 | 12 | 53* | 43* | 10 | 0.93
Cc1ccc(NC(=O)N2CCCC2C(=O)NCCC2=CCCCC2)cc1 (centres undefined) | 7 | -12 | -6 | 0.97 | 2 | 10 | 12 | 2 | 0.93
O=C(CNC(=O)c1ccccc1O)N/N=C/c1cc(Br)ccc1OC(=O)/C=C/c1ccco1 | 13 | 29 | 15 | 1.5 | -48 | -8 | -20 | 35 | 0.87
CCOC(=O)c1sc(NC(NC(=O)c2ccco2)(C(=O)OC)C(F)(F)F)nc1C (centres undefined) | -10 | -8 | 4 | 1.1 | -10 | 20 | 8 | 10 | 1.1
Cc1cc(=O)n2[nH]c(C)c(-c3ccc(Cl)cc3)c2n1 | 3 | -3 | 23 | 1.1 | -9 | -1 | -4 | -30 | 0.97
Cc1noc(C)c1COc1ccc(C(=O)OCC(=O)Nc2ccc3ccccc3c2)cc1 | -10 | -6 | 8 | 1 | -1 | 16 | 19 | -2 | 1.1
O=C(CN(Cc1ccccc1Cl)S(=O)(=O)c1ccc(Cl)cc1)N/N=C/c1ccc(C(=O)O)cc1 | 4 | -6 | -4 | 1.5 | -45 | 19 | 2 | 24 | 0.96
O=C(c1ccccc1)N1CCCCC(Sc2nnnn2-c2ccccc2)C1=O (centres undefined) | -8 | -15 | 22 | 1.1 | -5 | 34 | -2 | -10 | 1.1
C[C@H](NC(=O)[C@@H]1CSC2c3ccccc3C(=O)N21)C(=O)NCCc1ccccc1 (some centres undefined) | 3 | -2 | -6 | 0.94 | 6 | 19 | 7 | -7 | 0.97
CCCCNC(=O)NNC(=O)C1CC1(c1ccccc1)c1ccccc1 (centres undefined) | -6 | -8 | 4 | 1.2 | -18 | 14 | -6 | 20 | 1.1
CCCCNC(=O)CN1C(=O)NC2(CCCc3ccccc32)C1=O (centres undefined) | -2 | 2 | 13 | 1 | -4 | -15 | 3 | -4 | 1
Cc1ccn(Cc2n[nH]c(=S)n2Cc2ccccc2)n1 | 6 | -1 | 6 | 1.2 | -25 | 11 | -14 | 0 | 0.94
Cc1cc(N2CCN(C)CC2)ccc1NC(=O)c1ccc(-c2ccc(Cl)cc2)o1 | 1 | 5 | -7 | 0.99 | 0 | 3 | 2 | 42* | 0.99
CC1Cc2nc(SCC(N)=O)n(Cc3ccccc3)c(=O)c2S1 (centres undefined) | -10 | 1 | 16 | 1 | -2 | 3 | -3 | 10 | 1.1
Cc1cc(NC(=O)CCC(=O)N(c2cccnc2)C(C(=O)NC2CCCC2)c2ccccc2)no1 (centres undefined) | 3 | -12 | 4 | 1.1 | -10 | 6 | -7 | 2 | 0.97
O=C(COC(=O)c1cnccn1)NC(=O)c1ccccc1 | 2 | 2 | 2 | 0.99 | 0 | -5 | -2 | -2 | 0.98
Cc1cc(C)n(CC(=O)N2CCc3ccccc32)c(=O)c1C#N | 10 | -11 | 6 | 1.1 | -8 | 26 | 3 | -3 | 0.9
COc1ccc(C2C=C(C)Nc3nc(SC)nn32)cc1 (centres undefined) | 3 | 1 | 23 | 1.1 | -6 | 21 | 0 | 13 | 0.97
CSCC[C@H](NC(=O)Cc1c(C)c2c(cc(C)c3c(C)coc32)oc1=O)C(=O)O | 5 | 0 | 5 | 1 | -2 | 26 | 16 | 5 | 0.95
COc1ccc(N=C2SC(CC(=O)Nc3ccccc3)C(=O)N2CCN2CCOCC2)cc1 (centres undefined) | -6 | -13 | -3 | 0.9 | 10 | 10 | 15 | -17 | 1.1
O=C1C=C(c2cc(F)ccc2F)C[C@@H](c2ccc(F)cc2)C1 | -13 | 3 | 8 | 1.1 | -6 | 5 | -15 | 10 | 1.1
N#Cc1nc(Cc2cccc3ccccc23)oc1NCc1ccco1 | 7 | 7 | 13 | 0.97 | 3 | 26 | 10 | -7 | 0.93
CCOCCCNCc1ccc(OCc2ccccc2C)c(OC)c1 | 1 | 9 | 10 | 1 | 0 | -16 | -16 | -22 | 0.99
CCn1cc(/C=C(\NC(=O)c2ccccc2Cl)C(=O)N2CCN(C)CC2)c2ccccc21 | -6 | -3 | 14 | 0.71 | 29 | -12 | -8 | 3 | 1.1
CC(=O)N1CCc2cc(S(=O)(=O)NCC(=O)NCc3ccccc3Cl)ccc21 | 0 | -1 | 7 | 1.2 | -19 | 5 | -8 | -9 | 1
COc1ccc(C2CC(c3ccccc3)=NN2C(=O)COC(=O)c2cccc(S(=O)(=O)N3CCOCC3)c2)cc1 (centres undefined) | -9 | -3 | -4 | 0.86 | 14 | 13 | 10 | 22 | 1.1
O=C1NC(=S)SC1=C1CCCC1 | 34 | -14 | 21 | 0.84 | 16 | 3 | 19 | 7 | 0.67
C/C(=N/NS(=O)(=O)c1cccc([N+](=O)[O-])c1)c1ccncc1 | 6 | -5 | 3 | 0.92 | 8 | 5 | 3 | 2 | 0.94
O=C(CCNC(=O)N1CC(=O)Nc2ccccc21)NCCc1cccc(F)c1 | -9 | -2 | 7 | 1 | -2 | -8 | 1 | 3 | 1.1
CC(OC(=O)c1ccc(S(=O)(=O)N(C)c2ccccc2)cc1)C(=O)NCCC1=CCCCC1 (centres undefined) | 6 | 2 | 19 | 1 | -4 | 36 | 26 | 15 | 0.94
Cc1cccc(/C=C(\C(=O)C(=O)O)c2ccc3ccccc3n2)c1 | 11 | 1 | 26 | 0.93 | 7 | 13 | 1 | 6 | 0.89
O=C(CCN1C(=O)C2C3C=CC(C3)C2C1=O)NCc1cccnc1 (centres undefined) | -4 | 5 | -5 | 0.97 | 3 | 24 | 12 | 6 | 1
CC1CCCN(CCCNC(=O)c2cc3c(Cl)nc4ccccc4c3s2)C1 (centres undefined) | 3 | -21 | 21 | 0.95 | 5 | 28 | 17 | 16 | 0.97
COc1ccc(C(=S)N2CCCC2)cc1C | 1 | -5 | 27 | 1 | -3 | -1 | -7 | -29 | 0.99
CCN(CC(=O)NC(=O)NCc1ccccc1)Cc1ccccc1 | 5 | 5 | 18 | 1.2 | -18 | -1 | 0 | 1 | 0.95
Cc1ccc(C(=O)NCC(=O)N2CCCCCCC2)cc1C | -6 | 2 | 10 | 1.1 | -12 | -5 | -6 | -3 | 1.1
CCCCn1c(N)c(N(CCOC)C(=O)CSc2n[nH]c(-c3ccc(OC)cc3)n2)c(=O)[nH]c1=O | 12 | -1 | 12 | 1.1 | -13 | 5 | 4 | -7 | 0.88
Cc1onc(-c2ccccc2)c1C(=O)NCCc1ccc(Cl)cc1 | 0 | 3 | -1 | 0.9 | 10 | -6 | 5 | 0 | 1

Taken from above, 2 compounds:
SMILES | mIAP inh | ATG4B inhibitor | NLRP3 yeast inh | hIAP act | hIAP inh | tim10-1 inh | TIM10 inh | Apaf1 inhib | mIAP act
CCCCn1c(N)c(N(CCOC)C(=O)CSc2n[nH]c(-c3ccc(OC)cc3)n2)c(=O)[nH]c1=O | 12 | -1 | 12 | 1.1 | -13 | 5 | 4 | -7 | 0.88
Cc1onc(-c2ccccc2)c1C(=O)NCCc1ccc(Cl)cc1 | 0 | 3 | -1 | 0.9 | 10 | -6 | 5 | 0 | 1
